BRCT inh red: qHTS Assay for Inhibitors of BRCT-Phosphoprotein Interaction (Red Fluorophore) | AID 892, 2007 | Breast cancer type 1 susceptibility protein (Homo sapiens), P38398 | BRCT-phosphopeptide binding, red fluorescence polarization | Potency, µM (doses to about 76.9 µM), for the others: at the highest dose activity change, negative = inhibition, usual class: inhibitors | 75,000 tested, 0.03% active; further: on the % scale 0 is the no-effect control and ±100 the full control effect
Target sequence (P38398 whole entry, looked up): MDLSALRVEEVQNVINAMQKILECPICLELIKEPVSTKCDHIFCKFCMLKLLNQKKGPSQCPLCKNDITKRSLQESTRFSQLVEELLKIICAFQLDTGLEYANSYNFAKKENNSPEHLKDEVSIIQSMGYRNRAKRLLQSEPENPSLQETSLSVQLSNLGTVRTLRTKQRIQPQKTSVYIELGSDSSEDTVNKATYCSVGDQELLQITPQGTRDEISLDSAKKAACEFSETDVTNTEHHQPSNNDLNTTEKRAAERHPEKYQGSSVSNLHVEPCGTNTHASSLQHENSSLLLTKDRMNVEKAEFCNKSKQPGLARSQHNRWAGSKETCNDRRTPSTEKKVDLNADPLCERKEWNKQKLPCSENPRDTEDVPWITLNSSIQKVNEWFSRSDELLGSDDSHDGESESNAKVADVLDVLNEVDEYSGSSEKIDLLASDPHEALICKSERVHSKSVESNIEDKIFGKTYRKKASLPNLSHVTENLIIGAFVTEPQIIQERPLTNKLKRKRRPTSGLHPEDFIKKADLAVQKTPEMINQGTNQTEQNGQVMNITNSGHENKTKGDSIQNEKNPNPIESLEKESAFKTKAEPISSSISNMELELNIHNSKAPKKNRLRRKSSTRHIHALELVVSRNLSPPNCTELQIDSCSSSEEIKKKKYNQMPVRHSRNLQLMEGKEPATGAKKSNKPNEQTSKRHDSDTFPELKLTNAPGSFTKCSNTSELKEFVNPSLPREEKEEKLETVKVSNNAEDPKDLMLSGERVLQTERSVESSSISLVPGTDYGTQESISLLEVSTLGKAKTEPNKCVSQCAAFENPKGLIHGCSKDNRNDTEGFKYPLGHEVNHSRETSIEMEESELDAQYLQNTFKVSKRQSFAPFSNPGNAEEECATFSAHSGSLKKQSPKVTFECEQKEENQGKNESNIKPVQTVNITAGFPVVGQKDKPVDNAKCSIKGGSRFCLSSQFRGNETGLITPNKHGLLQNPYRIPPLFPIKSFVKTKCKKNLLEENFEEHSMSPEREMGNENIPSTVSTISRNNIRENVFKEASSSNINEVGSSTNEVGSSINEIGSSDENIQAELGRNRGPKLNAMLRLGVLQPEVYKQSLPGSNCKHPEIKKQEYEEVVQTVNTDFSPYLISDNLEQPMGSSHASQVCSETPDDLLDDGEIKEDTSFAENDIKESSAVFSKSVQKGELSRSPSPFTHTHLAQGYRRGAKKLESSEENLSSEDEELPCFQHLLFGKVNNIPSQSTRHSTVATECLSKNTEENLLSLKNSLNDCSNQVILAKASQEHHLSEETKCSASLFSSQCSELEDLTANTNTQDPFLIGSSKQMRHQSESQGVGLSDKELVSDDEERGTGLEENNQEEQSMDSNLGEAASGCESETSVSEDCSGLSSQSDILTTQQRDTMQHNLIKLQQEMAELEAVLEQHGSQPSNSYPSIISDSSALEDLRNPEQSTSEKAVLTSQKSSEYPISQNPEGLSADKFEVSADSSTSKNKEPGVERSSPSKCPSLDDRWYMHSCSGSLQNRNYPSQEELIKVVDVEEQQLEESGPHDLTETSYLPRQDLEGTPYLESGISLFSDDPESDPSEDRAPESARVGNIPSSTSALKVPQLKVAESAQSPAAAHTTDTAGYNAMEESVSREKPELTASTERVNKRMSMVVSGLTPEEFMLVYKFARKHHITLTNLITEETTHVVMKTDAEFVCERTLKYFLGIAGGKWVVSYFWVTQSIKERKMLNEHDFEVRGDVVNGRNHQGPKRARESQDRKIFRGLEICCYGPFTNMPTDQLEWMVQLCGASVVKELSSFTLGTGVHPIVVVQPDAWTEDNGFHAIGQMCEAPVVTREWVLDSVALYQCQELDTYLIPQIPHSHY
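Fluorescence polarization: 100 nM His-tagged BRCA1 BRCT with 100 nM TAMRA-labelled phospho-BACH1 decapeptide, phosphate buffer pH 7.3 with 150 mM NaCl, DTT, 0.01% Tween 20; 12 min RT. Binding inhibition seen as FP decrease.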
BRCT PPI green: qHTS Assay for Inhibitors of BRCT-Phosphoprotein Interaction (Green Fluorophore) | Breast cancer type 1 susceptibility protein (Homo sapiens), P38398 | BRCA1 BRCT-phosphopeptide binding, green fluorescence polarization | Potency, µM (top dose mostly 76.9 µM), inactives show at the highest dose activity change, negative = inhibition, actives largely listed as inhibitors | 75,000 tested, 0.05% active | AID 875, 2007;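 further: potency means the concentration at half of the fitted maximal effect; plate controls were peptide without protein for full effect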
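Compounds were incubated for 12 min at room temperature with a complex of 100 nM fluorescein-tagged pBACH1 decapeptide and 250 nM His-tagged BRCT protein. Buffer was phosphate pH 7.3 with EDTA, DTT and Tween 20. Disruption of binding lowers the polarization signal.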
A350 fluor: qHTS Assay for Spectroscopic Profiling in A350 Spectral Region. Compound autofluorescence, 340/450 nm, Alexa 350 dye-equivalents; active compounds read high. max dye-equivalent concentration, M. 59,000 tested, 11% active. AID 590, 2007; in the data active means max dye-equivalent concentration above about 10 nM; inconclusive means mostly about 1.1 nM to 9.6 nM
CRE-bla Fsk: Cell signaling CRE-BLA (Fsk stim); 71,000 tested, 2.5% active; CHO CRE-bla reporter (cAMP response element driving beta-lactamase), forskolin EC10, beta-lactamase ratio; Potency, µM (doses to about 38.2 µM), for inactives: at the highest dose activity change, negative = inhibition, hits mostly activators; active means well fitted activation curve with a large enough effect in the signal ratio, with a control signal flat, not every such curve was filed as active; inconclusive means small, poorly fitted or top-dose-only effect, or effect the other way, or a change in a side signal; the % refers to the signal ratio; further: potency means the concentration at half of the fitted maximal effect; % of control where 0% means no effect
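Reporter-gene assay: CHO cells with beta-lactamase behind cAMP responsive elements, co-treated with compound and EC10 NKH 477 for 3 hours at 37 degrees Celsius. Activity came from the 460/530 nm CCF4 emission ratio.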
ERK AVP inh: qHTS Assay for Inhibitors of the ERK Signaling Pathway using a Homogeneous Screening Assay; HEK293-V1b, vasopressin-stimulated pERK AlphaScreen; Potency, µM (top dose mostly 57.5 µM), for inactives: at the highest dose activity, negative = inhibition, hits mostly inhibitors; 72,000 tested, 0.99% active; further: potency means the concentration at half of the fitted maximal effect; on the % scale 0 is the no-effect control and ±100 the full control effect; nearly all actives have a fitted effect of over 55% in size
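Phosphorylated ERK1/2 detected via AlphaScreen bead proximity in lysates of V1b-expressing HEK293 cells given 25 nM vasopressin for 5 min after 30 min compound exposure (37 °C). AC50 from Hill equation; basal DMSO 0%, vasopressin 100%.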
Casp7 inh: qHTS Assay for Allosteric/Competitive Inhibitors of Caspase-7; P55210; recombinant caspase-7, Ac-DEVD-AFC fluorescence rate; Potency, µM (doses to about 57.5 µM), without a hit: top-dose activity change, negative = inhibition, usual class: inhibitors; 75,000 tested, 0.02% active; AID 889, 2007; active means well fitted inhibition curve with a large enough effect in the main read-out, with a control signal flat, not every such curve was filed as active; inconclusive means small, poorly fitted or top-dose-only effect, or a change in a side signal; further: potency means the concentration at half of the fitted maximal effect; % of control where 0% means no effect
Caspase-1 inhib: qHTS Assay for Allosteric/Competitive Inhibitors of Caspase-1. P29466. Caspase-1 enzyme, Ac-WEHD-AFC fluorogenic rate. Potency, µM (highest dose often 57.5 µM), without a hit: at the highest dose activity change, negative = inhibition, usual class: inhibitors. 75,000 tested, 0.03% active. AID 900, 2007;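 further: potency means the concentration at half of the fitted maximal effect; plate controls were vehicle for no effect and no substrate for full effect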
USP2a inh: qHTS Assay for Inhibitors of Ubiquitin-specific Protease USP2a; Ubiquitin carboxyl-terminal hydrolase 2 (Homo sapiens), O75604; USP2a enzymatic assay, qHTS inhibition; Potency, µM (highest dose often 38.3 µM), inactives show at the top dose activity change, negative = inhibition, actives largely listed as inhibitors; 60,000 tested, 0.1% active;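 further: potency means the concentration at half of the fitted maximal effect; nearly all actives have a fitted effect of over 60% in size; plate controls were DMSO for no effect and NEM full inhibition control for full effect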
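USP2 core (20nM final) preincubated 30 min RT with compound, then Ub-PLA2 20nM and NBD C6-HPC 20uM final added; buffer 20mM Tris-HCl pH 8.0, 2mM CaCl2. Fluorescence Ex 460/Em 535 read at 0 and 2.5 h; normalized to NEM.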
HEK293 cAMP ctrl: qHTS Assay for Agonists of the Thyroid Stimulating Hormone Receptor: Activators of Intracellular cAMP Concentrations in Parental HEK 293 | parental HEK293 CNG cAMP sensor, membrane potential fluorescence | 73,000 tested, 2.5% active | Potency, µM (doses to about 57.1 µM), without a hit: at the top dose activation, most hits filed as activators; further: potency means the concentration at half of the fitted maximal effect; % of control where 0% means no effect; nearly all actives have a fitted effect of over 55% in size
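Counterscreen for endogenous-receptor signalling: CNG-channel HEK 293 cells report cAMP rise by membrane depolarization. After 60 min dye equilibration with 100 uM RO 20-1724, compounds incubated 30 min before bottom-read fluorescence at 590 nm.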
Luciferase inh: qHTS Assay for Inhibitors of Firefly Luciferase | Luciferin 4-monooxygenase (Photinus pyralis), P08659 | purified firefly luciferase, luminescence, 8 min | Potency, µM (series often up to 57.1 µM), inactives show at the highest dose activity change, negative = inhibition, usual class: inhibitors | 72,000 tested, 2.2% active; further: potency means the concentration at half of the fitted maximal effect; on the % scale 0 is the no-effect control and ±100 the full control effect; nearly all actives have a fitted effect of over 40% in size
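qHTS concentration-response profiling: light output of P. pyralis luciferase with luciferin and 10 uM ATP, imidazole buffer pH 7.2. Read by luminescence after 8-min room-temperature incubation.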
Tau filament bind: qHTS Assay for Tau Filament Binding; Microtubule-associated protein tau (Homo sapiens), P10636; AID 596, 2007; Potency, µM (doses to about 57.1 µM), without a hit: at the highest dose activity change, negative = inhibition; 71,000 tested, 2% active; recombinant tau filaments, thioflavin S fluorescence, 15 h; filaments grown with octadecylsulfate alongside compound;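 further: potency means the concentration at half of the fitted maximal effect; on the % scale 0 is the no-effect control and ±100 the full control effect; actives lower thioflavin S fluorescence by blocking filaments or displacing dye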
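Quantitative HTS: thioflavine S signal from ODS-induced tau filaments, excited at 450 nm, emission 510 nm. Conditions: 1 uM tau, 30 uM ODS, 15 h at 37 C, pH 7.4.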
Numbers without * were called inactive; i = inactive; ? = inconclusive; [ ] = dose if it differs, or a comment. Unless noted, the call rests on the fitted dose curve; in most records, active means well fitted curve in the direction sought with a large enough effect; inconclusive means small, poorly fitted or top-dose-only effect, or another doubt; inactive means no such curve, though single readings can be large; an effect the other way counts as inactive or inconclusive. Not all compounds are listed, so the mix of outcomes need not match the whole.

SMILES	BRCT inh red	BRCT PPI green	A350 fluor	CRE-bla Fsk	ERK AVP inh	Casp7 inh	Caspase-1 inhib	USP2a inh	HEK293 cAMP ctrl	Luciferase inh	Tau filament bind
CC(=O)c1ccc2c(c1)N(CCCN(C)C)c1ccccc1S2	-0.7%[34.4 µM]	-1.4%[34.4 µM]	i	3%[17.1 µM]	10%[25.7 µM]	2%[25.7 µM]	-3%[25.7 µM]	3%[17.1 µM]	?	5%[25.5 µM]	3.2µM*

High-throughput results deposited in PubChem by National Center for Advancing Translational Sciences (NCATS).
